A549 tox – counter-screen for Nrf2 inhibitors: cytotoxicity in A549 cells | A549 ARE-Fluc cells, CellTiter-Fluor viability, 18-24 h | 390,000 tested, 0.16% active | Potency, µM (top dose mostly 46 µM), for the others: at the highest dose activity change, negative = cytotoxicity, hits mostly inhibitors; also: potency is read from the fitted curve at half-maximal effect; % is scaled to controls: 0 for no effect and ±100 for the full control effect
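Cytotoxicity counterscreen: CellTiter-Fluor fluorescence was measured in A549 ARE_Fluc cells after 18-24 h of compound exposure in a concentration series. The subsequent BugLite luminescent read reports ARE-luciferase activity.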
MmCpn inh – M. maripaludis TRiC chaperonin inhibition. purified Mm-Cpn ATPase, ADP Transcreener TR-FRET. Potency, µM (highest dose often 76.9 µM), inactives show at the top dose activity, negative = inhibition, actives largely listed as inhibitors. 330,000 tested, 0.031% active; also: potency is read from the fitted curve at half-maximal effect; % is scaled to controls: 0 for no effect and ±100 for the full control effect; nearly all actives have a fitted effect of over 80% in size
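Measured: ADP formation by purified Mm-CPN. Conditions: 25 nM protein, 10 uM ATP, Tris pH 7.4 with Mg2+, K+ and DTT, 37°C for 30 min. Detection: Transcreener HTRF after 30 min at room temperature.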
EPAC2 antagonist – antagonists of human EPAC2. 360,000 tested, 0.18% active. Potency, µM (series often up to 114 µM), for inactives: at the highest dose activity, negative = inhibition, most hits filed as inhibitors. Q8WZA2. EPAC2 GEF exchange of Rap1B-BODIPY-GDP, fluorescence; also: potency is read from the fitted curve at half-maximal effect; % is scaled to controls: 0 for no effect and ±100 for the full control effect; nearly all actives have a fitted effect of over 45% in size; many of its hits are not listed in these tables
Target sequence (Q8WZA2 whole entry, looked up): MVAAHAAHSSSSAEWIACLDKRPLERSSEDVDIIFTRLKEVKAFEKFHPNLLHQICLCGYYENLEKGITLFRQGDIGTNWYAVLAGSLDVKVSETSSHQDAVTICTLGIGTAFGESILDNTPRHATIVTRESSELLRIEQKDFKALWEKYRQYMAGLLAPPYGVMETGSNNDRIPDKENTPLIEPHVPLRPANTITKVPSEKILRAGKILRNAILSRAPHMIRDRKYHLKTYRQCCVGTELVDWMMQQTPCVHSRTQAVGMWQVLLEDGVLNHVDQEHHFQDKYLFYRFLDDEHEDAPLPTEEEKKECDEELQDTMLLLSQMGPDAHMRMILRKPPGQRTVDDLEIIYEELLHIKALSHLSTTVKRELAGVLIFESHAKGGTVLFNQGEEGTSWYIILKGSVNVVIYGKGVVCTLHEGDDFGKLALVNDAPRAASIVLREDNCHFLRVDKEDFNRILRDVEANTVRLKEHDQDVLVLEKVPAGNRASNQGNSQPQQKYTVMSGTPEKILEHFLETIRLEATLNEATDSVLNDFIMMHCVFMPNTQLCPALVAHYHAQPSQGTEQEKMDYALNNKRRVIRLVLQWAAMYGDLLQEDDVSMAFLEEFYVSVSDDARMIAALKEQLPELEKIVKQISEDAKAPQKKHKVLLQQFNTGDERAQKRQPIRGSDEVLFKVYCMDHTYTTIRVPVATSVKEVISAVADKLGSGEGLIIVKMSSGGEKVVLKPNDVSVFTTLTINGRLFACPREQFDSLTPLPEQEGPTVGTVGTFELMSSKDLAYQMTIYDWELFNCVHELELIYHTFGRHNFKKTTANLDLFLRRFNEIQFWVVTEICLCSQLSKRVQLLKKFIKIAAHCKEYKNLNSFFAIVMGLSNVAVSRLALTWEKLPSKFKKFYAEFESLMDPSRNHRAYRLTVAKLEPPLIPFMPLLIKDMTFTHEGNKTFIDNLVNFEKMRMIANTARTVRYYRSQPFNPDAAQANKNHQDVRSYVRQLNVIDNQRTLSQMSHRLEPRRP
Akt phos inh – inhibitors of Akt phosphorylation; activity change, % for hits at 50 µM; Neuro2A IGF-stimulated pAkt S473 HTRF, 20 min; stronger effect = lower value; 360,000 tested, 0.32% active; AID 651550; in the data active = activity change below about -80%; inconclusive = mostly about -51% to -80%; also: % is scaled to controls: 0 for no effect and ±100 for the full control effect
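Single-point screen (50 µM final compound) in Neuro2A cells stimulated 20 min with 6 nM IGF at 37 deg C. After lysis, Ser473-phosphorylated Akt read by HTRF (ex 330 nm, em 615/665 nm) as the 665/615 ratio.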
CCT modulator – cytosolic chaperonin activity modulation; 360,000 tested, 0.3% active; AID 651819; activity change, % (no concentration beside the values), hits read low; purified chaperonin ATPase assay, HTRF ADP detection, 30 min; in the data active = activity change below about -30%; also: % is scaled to controls: 0 for no effect and ±100 for the full control effect
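Enzyme 40 or 20 nM (batch-dependent) in Tris pH 7.4/KCl/MgCl2/DTT; cpd 76 uM single point; ATP 10 uM; 30 min 37 °C; Transcreener ADP HTRF detection, 30 min RT; ratio 665/615.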
EPAC2 agonist – EPAC2 (human) agonism | EPAC2 activation, biochemical qHTS; response scale: 100% = 6.5 mM cAMP response | Potency, µM (series often up to 154 µM), for inactives: at the highest dose activation, most hits filed as activators | 360,000 tested, 0.079% active | AID 720711; also: potency is read from the fitted curve at half-maximal effect; nearly all actives have a fitted effect of over 50% in size
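EPAC2 (100 nM) mixed with Rap1B loaded with BODIPY-GDP (250 nM) plus 50 uM unlabeled GDP; compounds pinned in, 5 min RT, then read every 5 min for 30 min (ex 480, em 540 nm). Normalized to cAMP control.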
TGFb inhibitor – TGF-b pathway inhibition | HepG2 CAGA-GFP TGF-b/SMAD3 reporter, GFP fluorescence, 18 h; TGF-beta stimulated, 500 pg/mL final | Potency, µM (highest dose often 46.1 µM), for inactives: top-dose activity, negative = inhibition, most hits filed as inhibitors | 410,000 tested, 1.2% active | AID 588855; also: potency is read from the fitted curve at half-maximal effect; % is scaled to controls: 0 for no effect and ±100 for the full control effect; nearly all actives have a fitted effect of over 65% in size
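HEPG2 CAGA-GFP reporter cells (1000/well, DMEM with 1% FBS) received compounds, then recombinant TGF-beta at 500 pg/mL final for 18 hours at 37 degrees C. Per-cell GFP summed per well was normalised to unstimulated and stimulated DMSO controls before curve fitting.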
Nrf2 inh – Nrf2 pathway inhibition; A549 ARE-Fluc reporter, luciferase luminescence, 18-24 h; Potency, µM (highest dose often 46 µM), for inactives: top-dose activity change, negative = inhibition, most hits filed as inhibitors; 360,000 tested, 2.1% active; also: potency is read from the fitted curve at half-maximal effect; % is scaled to controls: 0 for no effect and ±100 for the full control effect; nearly all actives have a fitted effect of over 60% in size
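In this cell-based qHTS, ARE-driven firefly luciferase in A549 cells reports Nrf2 activity; the luminescent signal after BugLite lysis is the measured value, with a prior CellTiter-Fluor read for cell health.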
Nrf2 activator – activators of Nrf2 (ARE) signaling | AREc32 ARE-luciferase reporter (MCF7-derived line), luminescence, 24 h | Potency, µM (doses to about 46.1 µM), inactives show at the highest dose activation, most hits filed as activators | 410,000 tested, 0.31% active | AID 624171; also: potency is read from the fitted curve at half-maximal effect; % of control where 0% means no effect; nearly all actives have a fitted effect of over 65% in size
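AREc32 cells carrying an ARE-driven firefly luciferase, 1000 cells/well in OPTI-MEM with 5% FBS, dosed after overnight attachment and incubated 24 hr at 37 deg C. Steady-Glo luminescence read after 30 min at RT.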
Starred values were filed as active, the others as inactive; i = inactive; ? = inconclusive; nt = no result given; & = joins results of further samples; [ ] = another dose, or the depositor's remark. Unless noted, calls follow the shape of the dose curve; as a rule, active = well fitted curve in the direction sought with a large enough effect; inconclusive = small, poorly fitted or top-dose-only effect, or another doubt; inactive = no such curve, though single readings can be large; an effect the other way counts as inactive or inconclusive.

SMILES	A549 tox	MmCpn inh	EPAC2 antagonist	Akt phos inh	CCT modulator	EPAC2 agonist	TGFb inhibitor	Nrf2 inh	Nrf2 activator
Cc1ccc(CCNC(=O)C2CCC(=O)N2Cc2ccc(F)cc2)cc1 (stereo not given)	6%	0%	-7%	i	0.4	5%	2%	0%	0.0%
CC1(c2ccc(Cl)cc2)NC(=O)CS1 (stereo not given)	-5%	1%	?	i	1.5	2%	3%	-18%	-0.2%
Cn1c(=O)c2cn(-c3ccc4c(c3)OCCO4)cc2n(C)c1=O	-2%	0%	-2%	i	-1.7	-3%	0%	nt	-0.3%
CCc1cc(=O)oc2c3c(cc(OCC(=O)NCCCC(=O)O)c12)OC(C)(C)CC3	14%	-7%	-12%	i	1.0	-3%	26%	22%	0.3%
Cc1noc(C)c1NC(=O)Nc1ccc2c(c1)C(=O)N([C@H](C)CO)C[C@H](C)[C@@H](CN(C)C(=O)Nc1ccc3c(c1)OCO3)O2	-3%	2%	-7%	i	0.9	9%	-2%	1%	0.6%
CCCC(NC(=O)COc1cc2c(c3oc(=O)c(C)c(C)c13)CCC(C)(C)O2)C(=O)O (stereo not given)	0%	-8%	-20%	i	1.1	6%	5%	-5%	-0.7%
CCN(CC(=O)Nc1c(F)cccc1F)C(=O)CCCc1nc2ccccc2c(=O)[nH]1	2%	2%	17%	i	1.0	2%	0%	2%	-0.1%
CCc1ccc2[nH]c(=O)c(CN(Cc3ccc(OC)cc3)Cc3nnnn3CCOC)cc2c1	-12%	-2%	-19%	nt	0.3	-14%[15.6 µM]	14%	?	9.3%
CC(C)Oc1ccc(NC(=O)C2CCCNC2=O)cc1 (stereo not given)	-7%	1%	9%	nt	-5.0	5%	5%	11%	0.1%
CCN(CC)CCNC(=O)CNC(=S)N(CCCN1CCOCC1)Cc1cccs1	-15%	-8%	4%	i	0.0	4%	15%	5%	0.1%
CCCOC(=O)C1=C(C)NC2=C(C(=O)C(C(=O)OC)C(C)C2)C1c1ccc(N(C)C)cc1 (stereo not given)	0%	-5%	-5%	i	0.1	6%	4%	?	0.0%
Cc1c(C(=O)N(C)Cc2ccccc2)oc2c(Cl)cccc12	1%	-7%	-24%	i	-1.0	25%	-7%	2%	2.4%
COc1cc(C2c3c(-c4c(C)cc(C)cc4O)n[nH]c3C(=O)N2CCO)cc(OC)c1OC (stereo not given)	-4%	nt	nt	nt	nt	nt	28%	25%	4.8%
CCCCN1C(=N)N([C@@H](CCC)CN2CCC[C@H]2CN2C(N)=NC[C@H]2CC(C)C)C[C@H]1Cc1ccccc1	3%	1%	4%	i	-0.2	12%	0%	1%	0.6%
COc1cccc(C2C(C#N)=C(N)Oc3cc(N)ccc32)c1OC (stereo not given)	0%	1%	-8%	i	0.1	-7%	1%	-20%	-0.6%

Continued, overlapping the part above by 3 compounds.
SMILES	A549 tox	MmCpn inh	EPAC2 antagonist	Akt phos inh	CCT modulator	EPAC2 agonist	TGFb inhibitor	Nrf2 inh	Nrf2 activator
COc1cc(C2c3c(-c4c(C)cc(C)cc4O)n[nH]c3C(=O)N2CCO)cc(OC)c1OC (stereo not given)	-4%	nt	nt	nt	nt	nt	28%	25%	4.8%
CCCCN1C(=N)N([C@@H](CCC)CN2CCC[C@H]2CN2C(N)=NC[C@H]2CC(C)C)C[C@H]1Cc1ccccc1	3%	1%	4%	i	-0.2	12%	0%	1%	0.6%
COc1cccc(C2C(C#N)=C(N)Oc3cc(N)ccc32)c1OC (stereo not given)	0%	1%	-8%	i	0.1	-7%	1%	-20%	-0.6%
CCCCn1c(N)c(N(CCC(C)C)C(=O)Cc2ccc(S(=O)(=O)N3CCOCC3)s2)c(=O)[nH]c1=O	0%	0%	24%	i	0.1	-15%	-14%	?	-0.2%
Cc1cccc(C(=O)N2CCc3c([nH]c4ccccc34)C2CC(C)C)n1 (stereo not given)	-16%	1%	-8%	i	-0.5	3%	-12%	11%	-0.5%[9.22 µM]
CCCCn1c(-c2ccsc2)nc2c1c(=O)[nH]c(=O)n2CCC	?	-7%	11%	i	-0.2	0%	-7%	?	4.7%
O=C(NCCCN1CCCC1)c1cc(Sc2ccc(F)cc2)nc2ccccc12	0%	-2%	-6%	i	0.4	-6%	9%	?	-0.8%
O=S1(=O)[C@H]2C[C@@H]3C=C[C@]2(CN1Cc1ccc(C(F)(F)F)cc1)O3	0%	-16%	4%	i	-0.6	3%	-2%	10%	-0.7%
CC(C)(C)n1nnnc1C(c1cccs1)N1CCCC2(CCCCC2)C1 (stereo not given)	0%	-3%	2%	nt	2.3	9%	-1%	-25%	-0.4%
CCc1nnc(-n2nc(C)cc2-c2ccccc2)n1N	-4%	-2%	-9%	i	-0.4	8%	-6%	nt	0.5%
CS(=O)(=O)N(CC(=O)Nc1ccc(Br)cc1F)C1CCCCC1	0%	2%	-12%	i	1.3	6%	1%	-24%	2.8%
COc1ccc(Nc2ncnc3sccc23)cc1	0%	-4%	9%	i	-0.4	11%	-3%	4%	3.0%
Fc1ccccc1CSc1nnc2ccc(-c3ccncc3)nn12	1%	2%	-4%	i	-0.6	-2%	-8%	9%	2.3%
Cc1ccc(NC(=O)CN(C)CC(=O)Nc2ccccc2C#N)cc1	-2%	-4%	0%	i	0.5	22%	-8%	-11%	0.3%
COc1nnc(-c2ccc(N3CCCCC3)c(N)c2)c2ccccc12	-11%	nt	-11%	i	1.1	4%	-23%	21µM*	5.9%
CCc1nn(CC(=O)NCCCN2CCN(C)CC2)c(=O)c2cc3occc3n12	1%&-6%	-2%	-1%	i	1.3	5%	-7%&-4%	-1%&27%	-0.7%&-0.7%
COc1cccc(-c2nc3n(n2)C(c2ccccc2Cl)C(C(N)=O)=C(C)N3)c1 (stereo not given)	-13%	-3%	-11%	i	0.7	4%	-9%	?	11%
COCCNC(=O)[C@@H]1CSC2c3ccc(OC)c(OC)c3C(=O)N21 (stereo not given in full)	0%	-3%	-3%	i	-1.9	15%	-4%	-7%	-0.4%
O=C(Nc1nnc([C@H]2C[C@H](O)[C@@H](CO)O2)s1)c1cccc(OC(F)(F)F)c1	nt	nt	0%	i	-1.3	-3%	20%	nt	16%
CC1Cc2ccccc2N1C(=O)CSC1=NCCS1 (stereo not given)	-3%[1.84 µM]	1%	20%	i	1.6	15%	-17%	5%	22%
O=C(N/C(=C/c1ccc(Br)cc1)C(=O)N1CCCC1)c1cccs1	-3%	-3%	-11%	i	1.2	2%	-2%	3%	0.3%
CC(C)C[C@H]1CN(CCCC[C@H]2CNC(=O)C(=O)N2CC2CCCCC2)C(=O)C(=O)N1CC1CCCCC1	nt	nt	-6%	i	1.6	-15%	nt	nt	3.9%
COc1cc(C)ccc1OCCOc1c(C)cc(Cl)cc1Cl	11%	0%	2%	i	-0.5	-12%	-24%	8%	-0.2%
O=c1c2ccccc2ncn1-c1cccc(Br)c1	-6%	-2%	-9%	i	0.9	-4%	3%	9%	2.6%
CC1CN(CCCCOc2ccc(F)cc2)CC(C)O1 (stereo not given)	2%	2%	15%	i	-2.5	16%	11%	4%	2.0%
COc1ccc(OC)c(NC(=O)c2cc3cc(C)ccc3n2C)c1	12%	nt	nt	nt	nt	nt	8%	21%	7.7%
NC(=O)C1CCN(c2nc(-c3ccccc3F)cs2)CC1	1%	-5%&0%	-13%	nt	nt	3%	-3%	?	-0.4%
CC(=O)c1ccc(NC(=O)C2CCCNC2=O)cc1 (stereo not given)	-1%	0%	15%	i	1.4	2%	2%	2%	3.2%
Nc1ccc(N=Nc2ccc(N)cc2)cc1	?	-4%	-9%	i	-2.5	-3%	0%	3%	0.0%
CCN(C(=O)c1ccc(NC(=O)C2CCCCC2C(=O)O)cc1)c1ccccc1 (stereo not given)	nt	nt	-3%	i	-0.8	9%	-6%	nt	-2.6%
Cc1c(Cl)cccc1NC(=O)CSc1ncnc2c1cnn2CCc1ccccc1	-3%	-1%	-2%	i	-2.8	-7%	10%	-20%	0.5%
CCC(=O)NNC(=O)CCC(=O)Nc1ccc(C)cc1C	-9%	1%	1%	i	0.8	4%	-6%	-9%	-0.5%
O=C(COC(=O)C12CC3CC(CC(Br)(C3)C1)C2)Nc1ccc2[nH]c(=O)[nH]c2c1	2%	-5%	14%	i	2.2	-2%	-5%	3%	1.4%
O=C(COC(=O)c1ccc(O)cc1O)NNC(=O)c1cccs1	0%	-1%	7%	i	-1.4	-15%	7%	5%	-0.7%
COc1ccc(NC(=S)N2CCC(C(=O)c3ccc(F)cc3)CC2)c(OC)c1	11%	2%	0%	i	-1.0	10%	?	-13%	-0.5%
COC(=O)c1ccc(NS(=O)(=O)c2ccc(OC)cc2)cc1	14%	0%	-4%	i	-2.9	9%	6%	-16%	-0.5%
O=C(c1ccc(COc2ccccc2Cl)o1)N1N=C(C(F)F)CC1(O)C(F)F (stereo not given)	12%	-2%	-2%	i	-0.3	-11%	?	-22%	-0.3%
Cc1cc(NC(=O)COC(=O)c2cc(S(=O)(=O)N(C)c3ccccc3)ccc2Cl)no1	0%	1%	-6%	i	0.0	12%	-15%	22%	-1.0%
Clc1ccccc1SCc1nc2ccccc2[nH]1	-12%	-5%	0%	i	-0.8	11%	0%	15%	5.8%
O=C(c1cccc(F)c1)N1CCC(c2c[nH]c3ccccc23)(c2c[nH]c3ccccc23)CC1	-1%	nt	nt	nt	nt	nt	?	20%	4.1%
Cc1cccc(C)c1NC(=O)CSc1nc2ccccc2c(=O)[nH]1	-5%	-2%	-3%	i	-1.5	10%	0%	-8%	0.2%
COc1ccc(C(=O)NC(c2ccccc2Cl)c2cc(Cl)c3cccnc3c2O)cc1 (stereo not given)	?	nt	nt	nt	nt	nt	10µM*	4.1µM*	-0.8%

An excerpt; count on the stated rates, not on these rows.
